Runt-SMMHC FRET: Runt domain-CBFb-SMMHC interaction inhibition | Q01196+Q13951 | Cerulean-Runt/Venus-CBFb-SMMHC FRET ratio 530/480, 1 h | inhibition, % at 20 µM | actives 0.74% (n = 220,000) | AID 1434;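 active means mean inhibition across duplicate retests at 20 µM reaching about 50%, limit read from the data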;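 further: 0% = DMSO wells and 100% = wells with excess untagged CBFb-SMMHC; inhibitors lower the FRET ratio by blocking Runt binding to CBFb-SMMHC; some results filed as inactive read as strong as hits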
Target sequence (Q01196 whole entry, looked up, the tested form may be a part): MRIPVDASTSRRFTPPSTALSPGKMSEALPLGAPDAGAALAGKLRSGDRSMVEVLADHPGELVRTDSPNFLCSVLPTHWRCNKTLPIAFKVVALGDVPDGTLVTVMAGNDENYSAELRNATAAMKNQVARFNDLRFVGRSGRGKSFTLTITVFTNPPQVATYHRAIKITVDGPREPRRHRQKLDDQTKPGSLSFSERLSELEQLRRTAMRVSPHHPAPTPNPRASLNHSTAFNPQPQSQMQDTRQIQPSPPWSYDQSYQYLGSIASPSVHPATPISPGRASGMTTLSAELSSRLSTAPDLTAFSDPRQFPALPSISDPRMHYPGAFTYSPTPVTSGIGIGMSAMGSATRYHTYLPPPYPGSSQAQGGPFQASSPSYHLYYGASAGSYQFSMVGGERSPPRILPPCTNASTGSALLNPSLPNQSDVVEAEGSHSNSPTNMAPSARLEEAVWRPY
Target sequence (Q13951 whole entry, looked up, the tested form may be a part): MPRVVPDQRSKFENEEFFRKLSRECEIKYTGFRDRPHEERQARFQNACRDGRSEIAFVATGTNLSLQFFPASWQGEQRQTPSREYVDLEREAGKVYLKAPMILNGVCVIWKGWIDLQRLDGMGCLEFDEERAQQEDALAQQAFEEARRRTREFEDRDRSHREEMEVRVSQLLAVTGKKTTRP
EBV gp42 block: blocks Epstein-Barr virus glycoprotein 42 binding; Fluorescence polarization binding assay, mP read-out; actives 0.42% (n = 220,000); Q1HVG2; inhibition, % (tested at 21.74 µM); in the data active means inhibition above about 50%
p47phox inh: p47phox (human) inhibition; actives 0.53% (n = 220,000); AID 1274; p47phox/p22phox peptide binding, fluorescence polarization, 2 h; inhibition, % at 24.7 µM;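 active means inhibition above about 30%, limit read from the data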;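 further: 0% = p47phox with labelled peptide and 100% = labelled peptide alone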
TbHK1 inh: T. brucei hexokinase 1 inhibition | inhibition, % at 10 µM | actives 0.11% (n = 220,000) | recombinant TbHK1, G6PDH-coupled NADH A340;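 active means inhibition of 50% or more in the single-dose primary screen; inactive means inhibition below 50%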
Runt-CBFb FRET: Runt domain-CBFb interaction inhibition. Cerulean-Runt/Venus-CBFb FRET ratio 530/480, 1 h. inhibition, % at 20 µM. Q01196+Q13951. actives 0.46% (n = 220,000). AID 1496;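 active means inhibition over about 50% at 20 µM in the single-dose screen, limit read from the data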;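 further: 0% = DMSO wells and 100% = excess unlabeled CBFb competitor control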
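Measured by: fluorescence energy transfer, 422 nm excitation, 530/480 nm emission; Assay system: Cerulean-Runt domain; Medium: Tris pH 7.5 buffer with BSA; Measure: loss of energy transfer signal; Controls: 5 µM unlabeled CBFb as full-inhibition high control; Incubation: protein complex preformed 1 h, compound exposure 1 h, room temperature, dark.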
14-3-3 Bad PPI: disrupts binding of bovine 14-3-3 zeta to phospho-Bad peptide | TR-FRET 14-3-3zeta/Dy647-pBad peptide displacement, 1 h | inhibition, % at 21.7 µM | actives 0.71% (n = 220,000);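 active means inhibition above about 70%, limit read from the data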;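 further: 0% = full 14-3-3 plus peptide FRET controls and 100% = background without 14-3-3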
Target sequence (P63103 whole entry, looked up): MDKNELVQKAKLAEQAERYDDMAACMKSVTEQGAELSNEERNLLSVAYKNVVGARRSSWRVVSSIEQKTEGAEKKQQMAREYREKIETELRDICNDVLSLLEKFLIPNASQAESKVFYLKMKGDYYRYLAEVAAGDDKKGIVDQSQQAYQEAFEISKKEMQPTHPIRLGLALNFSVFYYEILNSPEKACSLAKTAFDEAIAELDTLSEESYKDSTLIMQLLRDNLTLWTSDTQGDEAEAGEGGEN
Hck Nef HTS: human Hck-Nef kinase inhibition | P08631 | Recombinant Hck-YEEI plus Nef, Z-Lyte FRET kinase assay | inhibition, % at 20 µM | actives 0.68% (n = 220,000);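 active means Hck-Nef kinase inhibition above about 50%, limit read from the data; inactive means inhibition below that limit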;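 further: 0% = DMSO with Hck plus Nef and 100% = Hck alone without Nef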
MDM2 E3 inh: inhibitors of human Mdm2 E3 ubiquitin ligase; Q00987; cell-based MDM2 ubiquitination luciferase reporter, 2 h; 0 = plate control, 100 = twice control, blank-subtracted; signal enhancement, % at 5 µM; actives 0.11% (n = 210,000);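 active means signal enhancement of 30% or more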;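 further: luminescence tracks abundance of the self-degrading MDM2-luciferase fusion protein; higher signal means inhibition of MDM2 E3 ligase activity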
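Test system: mammalian cells stably expressing self-ubiquitinating, self-degrading MDM2 E3–luciferase fusion; Amount: 2000 cells in each well; Medium: DMEM; Schedule: 4 h settle plus 2 h compound, 37 °C; Technique: SteadyLite luciferase luminescence after 15 min room-temperature reagent incubation; Benchmarks: plate control and blank wells.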
zVAD death inh: L929 zVAD cell death inhibition | L929 zVAD necroptosis rescue, ATP luminescence, 24 h; with zVAD 60 µM | viability rescue, % at 10 µM | actives 0.38% (n = 220,000) | AID 1377;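 active means activation, scaled between plate controls, above about 75%, limit read from the data; inactive means activation under that limit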;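 further: 0% = zVAD with DMSO and 100% = DMSO alone without zVAD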
Active calls of the source: *; x = not tested or not shown; [ ] = dose if it differs, or a comment.

SMILES | Runt-SMMHC FRET | EBV gp42 block | p47phox inh | TbHK1 inh | Runt-CBFb FRET | 14-3-3 Bad PPI | Hck Nef HTS | MDM2 E3 inh | zVAD death inh
COCCCN(C(=O)Nc1cccc(Cl)c1)C(C)c1ccccn1 (configuration not stated) | 4 | -13 | 11 | 1 | -2 | 73* | 0 | -10 | -0.2
CC(C)(C)c1nc2scc(-c3ccc(Br)cc3)c2c(=O)o1 | 1 | -15 | 11 | -4 | 2 | -3 | 16 | 0 | 1.6
CCOc1ccc(C2=C(C=C(C#N)C#N)C(c3ccccc3)c3ccccc3O2)cc1 (configuration not stated) | -45 | 0 | -5 | 14 | -11 | 22 | 1 | -11 | -0.3
COc1ccc(NC(=S)Nc2cc(C)[nH]n2)cc1Cl | 14 | -4 | -22 | -4 | 20 | 2 | 6 | x | -0.9
Cn1nc(C(C)(C)C)cc1NC(=O)Nc1ccc(Cl)cc1 | -5 | 0 | 5 | -7 | 0 | 4 | -4 | -7 | 82*
O=C(COC(=O)c1cc([N+](=O)[O-])ccc1NCc1ccccc1)NC1CCCCC1 | -1 | -25 | -21 | 0 | 3 | 10 | 2 | 3 | 0.3
CCCCC1=CC2=C(c3ccco3)C(=O)C(C)(OC(=O)c3ccc(OC)cc3)C(=O)C2=CN1Cc1ccccc1 (configuration not stated) | -25 | 52* | -4 | -25 | -5 | -6 | 28 | -1 | 0.3
Cc1cccc2cc(CN(Cc3cccs3)C(=S)NCc3ccco3)c(=O)[nH]c12 | 5 | -2 | -184 | -9 | 22 | -12[fluorescence artefact?] | 2 | -21 | -0.4
O=C(c1ccc(CN2CCOCC2)cc1)N1CCN(c2cccc(Cl)c2)CC1 | -1 | -12 | -10 | -8 | 2 | -9 | 2 | -15 | -0.6
COc1ccc(C)cc1NC(=O)CSc1nnc(COc2ccc(C)cc2)n1Cc1ccco1 | 0 | 3 | -10 | 2 | -3 | 0 | 2 | 10 | 0.3
O=C(/C=C/c1ccc(Cl)cc1Cl)NCc1ccco1 | -2 | -6 | -16 | -7 | -1 | -10 | 0 | -13 | 0.4
O=S(=O)(c1ccc(F)cc1)N1CCN(c2ncnc3c2cnn3-c2ccccc2)CC1 | -3 | -12 | 5 | -5 | -1 | 10 | 1 | -13 | 0.7

Profiles, quoted from the list. Order of values: Runt-SMMHC FRET	EBV gp42 block	p47phox inh	TbHK1 inh	Runt-CBFb FRET	14-3-3 Bad PPI	Hck Nef HTS	MDM2 E3 inh	zVAD death inh
Record of COc1ccc(C)cc1NC(=O)CSc1nnc(COc2ccc(C)cc2)n1Cc1ccco1 → 0	3	-10	2	-3	0	2	10	0.3
Record of Cn1nc(C(C)(C)C)cc1NC(=O)Nc1ccc(Cl)cc1 → -5	0	5	-7	0	4	-4	-7	82*
Record of Cc1cccc2cc(CN(Cc3cccs3)C(=S)NCc3ccco3)c(=O)[nH]c12 → 5	-2	-184	-9	22	-12[fluorescence artefact?]	2	-21	-0.4
Record of CCCCC1=CC2=C(c3ccco3)C(=O)C(C)(OC(=O)c3ccc(OC)cc3)C(=O)C2=CN1Cc1ccccc1 (configuration not stated) → -25	52*	-4	-25	-5	-6	28	-1	0.3
Record of COCCCN(C(=O)Nc1cccc(Cl)c1)C(C)c1ccccn1 (configuration not stated) → 4	-13	11	1	-2	73*	0	-10	-0.2

The list goes on:
SMILES | Runt-SMMHC FRET | EBV gp42 block | p47phox inh | TbHK1 inh | Runt-CBFb FRET | 14-3-3 Bad PPI | Hck Nef HTS | MDM2 E3 inh | zVAD death inh
c1ccc(-c2cc(-c3nnco3)c3ccccc3n2)nc1 | -4 | -10 | -9 | -12 | 1 | -14 | -1 | -3 | 6.0
CCC(CC)C(=O)N=C1SC2CS(=O)(=O)CC2N1CCc1ccc(OC)cc1 (configuration not stated) | -7 | -2 | -9 | 0 | -2 | 7 | -20 | -9 | 0.6
COc1ccc(CCN2C(=O)c3[nH]nc(-c4ccccc4O)c3C2c2cccc(Cl)c2)cc1 (configuration not stated) | 2 | -2 | -20 | 3 | 5 | 5[fluorescence artefact?] | 0 | -3 | 1.6
Cc1ccc(N2C(=O)CSC2c2cccnc2)c(Cl)c1 (configuration not stated) | -5 | -17 | -12 | -15 | 4 | 7 | -4 | 2 | 1.4
Cc1ccc(NC(=O)NC2CCCN2S(=O)(=O)c2ccc(Cl)cc2)cc1 (configuration not stated) | 3 | -17 | -19 | -2 | 1 | 1 | -1 | -17 | 0.6
CCOC(=O)C1(C(F)(F)F)N=C(c2cccnc2)OC(N2CCOCC2)=N1 (configuration not stated) | -4 | -10 | -10 | 1 | -3 | 3 | 1 | -9 | -0.2
CC(=O)N(CCC(Cc1ccccc1)c1ccc2c(c1)OCO2)Cc1ccccc1F (configuration not stated) | -4 | -13 | 3 | 0 | -6 | -7[fluorescence artefact?] | -1 | -10 | -0.2
Cc1noc(C)c1COc1ccc(C(=O)OCC(=O)NC23CC4CC(CC(C4)C2)C3)cc1 | 1 | 3 | -2 | -2 | 2 | -3 | 0 | 2 | 0.6
COc1cc(NC(=O)C(F)(F)F)cc(OC)c1 | 6 | 4 | 2 | 3 | -1 | 6 | 0 | 4 | -0.9
CN(c1ccc(C(=O)NCc2cccs2)cc1)S(=O)(=O)c1ccccc1 | -2 | 1 | -15 | -5 | -2 | -5 | 5 | -5 | 1.0
C/C=C\C=C\C(=O)Nc1cccc(C2=NOC3(C2)C[C@H](C(N)=O)N(C(=O)c2ccccc2C(=O)c2ccccc2)C3)c1 (some centres not stated) | -4 | -12 | -21 | -24 | 7 | 5 | -11 | -2 | -0.4
Cc1ccc2nc(/C(C#N)=C\c3cc(O)ccc3[N+](=O)[O-])[nH]c2c1 | -10 | -2 | -3 | -5 | 0 | 9 | -6 | -3 | -0.4
C=CCn1c(=O)/c(=C\c2ccsc2)s/c1=C(/C#N)C(=O)NCCN1CCOCC1 | 1 | -18 | -16 | -17 | -5 | -6[fluorescence artefact?] | 0 | -10 | -0.2
O=C(NCc1ccncc1)Nc1ccccc1 | -5 | -6 | -9 | -7 | 1 | 5[fluorescence artefact?] | -2 | -1 | -0.4
O=C1/C(=C/c2ccccc2[N+](=O)[O-])COc2ccccc21 | 0 | -7 | -9 | -4 | 4 | -5 | 17 | x | -2.2
Cc1ccc(SCCC(=O)Nc2ccc(OCc3ccccc3)cc2)cc1 | -2 | 4 | -16 | -2 | -1 | 1 | 2 | -9 | x
COc1ccccc1NC(=O)CN(c1ccc(C23CC4CC(CC(C4)C2)C3)cc1)S(C)(=O)=O | 1 | -18 | 0 | -7 | 1 | -2 | 0 | -19 | 0.2
COCCNC(=O)c1ccc2c(c1)nc(C)n2-c1cc(OC)c(OC)c(OC)c1 | 1 | -3 | -3 | 1 | -1 | 9 | 2 | -77 | 0.9
CC(C(=O)NCC1CCCCC1)N(C)Cc1ccc(Cl)cc1 (configuration not stated) | 2 | -14 | -14 | 2 | -5 | 10 | 26 | -3 | 0.2
CC1=C(C)C(=O)OC(C(C)C2CCC3C4CC=C5CC(OC6OC(COC7OC(CO)C(O)C(O)C7O)C(O)C(O)C6O)CC(O)C5(C)C4CCC23C)C1 (configuration not stated) | -1 | -14 | -3 | -22 | 3 | 1 | 26 | -13 | -1.3
O=C(O)/C=C/C(=O)NNC(=O)c1ccccc1Br | -6 | -10 | -9 | -4 | 0 | 20[fluorescence artefact?] | 2 | -6 | 0.5
CC1(C)CC(=O)C(C=NCCN2CCN(C3CC(=O)N(c4ccc(F)cc4)C3=O)CC2)=C(O)C1 (configuration not stated) | -3 | 8 | -10 | -2 | -1 | -7 | 7 | -12 | 0.4
COc1cccc(NC(=O)CN2C(=O)C3(OCCCO3)c3ccccc32)c1 | -46 | -24 | -1 | 4 | -3 | -9 | -1 | -12 | 0.1
Cc1c(N=c2scc(-c3ccccc3)n2CCO)c(=O)n(-c2ccccc2)n1C | 3 | 2 | -2 | 2 | -2 | -1 | 9 | -14 | 2.8
CC(C)(C)OC(=O)N/N=C/c1c[nH]c2ccccc12 | -3 | -6 | -1 | -1 | 0 | 4[fluorescence artefact?] | 1 | 5 | x
Cc1ccc(C(=O)CSc2cnc3ccccc3n2)cc1C | -6 | 0 | -32 | -4 | -5 | -19[fluorescence artefact?] | -2 | -22 | -0.1
CCOC(=O)C1=NN(c2ccc([N+](=O)[O-])cc2)CC1C(=O)OC (configuration not stated) | -24 | -18 | 0 | -21 | 0 | -4 | 3 | -16 | 2.1
CCOc1ccc(-c2csc(NC(=O)c3cccc(N4C(=O)CCC4=O)c3)n2)cc1 | 21 | -2 | -18 | -1 | -2 | -7 | 1 | x | -1.0
C[N+]1(CCN2C(=O)C3CC=C(Cl)CC3C2=O)CCOCC1 (configuration not stated) | -1 | 11 | -2 | 1 | 0 | 12[fluorescence artefact?] | -1 | -14 | 0.2
N#Cc1c(NC(=O)CCN2C(=O)c3ccccc3C2=O)oc(-c2ccccc2)c1-c1ccccc1 | -6 | -6 | -13 | -8 | -4 | 12 | 1 | -15 | 1.9
Cc1c(C2C(C#N)=C(N)N(c3cccc([N+](=O)[O-])c3)C3=C2C(=O)CCC3)cnn1C (configuration not stated) | 2 | -3 | -5 | -9 | 2 | -5 | -1 | 2 | -0.3
O=C(CSc1ccc(-c2ccccn2)nn1)c1ccc([N+](=O)[O-])cc1 | 10 | 0 | 7 | 1 | 43 | -6 | 14 | -15 | 0.9
COC(=O)CSc1nnnn1-c1cccc2ccccc12 | 0 | -11 | -4 | 2 | 1 | -8 | 9 | -16 | 0.4
O=C(N/N=C/c1ccncc1)c1ccc(COc2cccc3cccnc23)cc1 | -6 | -7 | 11 | 4 | -2 | 0 | 18 | -26 | 0.3
CCS(=O)(=O)NCc1csc(C)n1 | -2 | -13 | -1 | 3 | 2 | -12 | -8 | -10 | 1.5
O=C(c1ccc(F)cc1)N1CCN(C2CCC(c3ccccc3)CC2)CC1 (configuration not stated) | 1 | -18 | 1 | -9 | -2 | 45 | 13 | 12 | 3.6
CCCC(=O)Nc1ccccc1NC(=O)c1ccc(OC)cc1 | -4 | -2 | -4 | -4 | -2 | 5 | -4 | -33 | 0.6
Cc1cc(=O)n(CCC(=O)O)c2ccccc12 | -9 | -19 | -5 | -9 | -2 | -4[fluorescence artefact?] | 1 | -11 | 0.7
Cc1ccccc1OCC(O)Cn1c(Br)nc2c1c(=O)n(C)c(=O)n2C (configuration not stated) | 1 | -13 | -3 | 1 | -2 | -3 | 3 | 1 | -0.4
CN1CCN(S(=O)(=O)CC2(C)C3CCC2(C)C(=O)C3Br)CC1 (configuration not stated) | 0 | -4 | -13 | -8 | -1 | -2 | 14 | -15 | -0.1
O=C(Nc1ccc(-c2nnc(-c3ccccc3)o2)cc1)C1CCCO1 (configuration not stated) | 1 | -12 | -14 | 2 | 1 | 4[fluorescence artefact?] | 17 | 1 | -0.7
Cc1cc(C)n(-c2cccc(C(=O)O)c2)n1 | 1 | -15 | 9 | -4 | 0 | -9 | 22 | 17 | 2.0
COc1cc(OC)c(-n2cc(-c3ccc(Cl)cc3)[nH]c2=O)cc1Cl | -5 | -1 | -27 | -11 | 2 | 5 | 2 | -6 | 0.8
Clc1ccccc1N/N=C/c1ccc2c(c1)OCO2 | -2 | -2 | 4 | -3 | -2 | 0[fluorescence artefact?] | -4 | -8 | x

Screening data: PubChem BioAssay, several laboratories
